High-throughput results (PubChem BioAssay)
PLC-beta3 inh = blocks human PLC-beta3 enzyme activity. AID 720704. hit rate 0.18% among 370,000. Q01970. inhibition, % at 12.2 µM. Purified PLC-beta3, fluorogenic substrate, fluorescence; in the data active means inhibition above about 11%;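 further: 0% = median of compound wells on plate and 100% = full blocker control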
Target sequence (Q01970 whole entry, looked up): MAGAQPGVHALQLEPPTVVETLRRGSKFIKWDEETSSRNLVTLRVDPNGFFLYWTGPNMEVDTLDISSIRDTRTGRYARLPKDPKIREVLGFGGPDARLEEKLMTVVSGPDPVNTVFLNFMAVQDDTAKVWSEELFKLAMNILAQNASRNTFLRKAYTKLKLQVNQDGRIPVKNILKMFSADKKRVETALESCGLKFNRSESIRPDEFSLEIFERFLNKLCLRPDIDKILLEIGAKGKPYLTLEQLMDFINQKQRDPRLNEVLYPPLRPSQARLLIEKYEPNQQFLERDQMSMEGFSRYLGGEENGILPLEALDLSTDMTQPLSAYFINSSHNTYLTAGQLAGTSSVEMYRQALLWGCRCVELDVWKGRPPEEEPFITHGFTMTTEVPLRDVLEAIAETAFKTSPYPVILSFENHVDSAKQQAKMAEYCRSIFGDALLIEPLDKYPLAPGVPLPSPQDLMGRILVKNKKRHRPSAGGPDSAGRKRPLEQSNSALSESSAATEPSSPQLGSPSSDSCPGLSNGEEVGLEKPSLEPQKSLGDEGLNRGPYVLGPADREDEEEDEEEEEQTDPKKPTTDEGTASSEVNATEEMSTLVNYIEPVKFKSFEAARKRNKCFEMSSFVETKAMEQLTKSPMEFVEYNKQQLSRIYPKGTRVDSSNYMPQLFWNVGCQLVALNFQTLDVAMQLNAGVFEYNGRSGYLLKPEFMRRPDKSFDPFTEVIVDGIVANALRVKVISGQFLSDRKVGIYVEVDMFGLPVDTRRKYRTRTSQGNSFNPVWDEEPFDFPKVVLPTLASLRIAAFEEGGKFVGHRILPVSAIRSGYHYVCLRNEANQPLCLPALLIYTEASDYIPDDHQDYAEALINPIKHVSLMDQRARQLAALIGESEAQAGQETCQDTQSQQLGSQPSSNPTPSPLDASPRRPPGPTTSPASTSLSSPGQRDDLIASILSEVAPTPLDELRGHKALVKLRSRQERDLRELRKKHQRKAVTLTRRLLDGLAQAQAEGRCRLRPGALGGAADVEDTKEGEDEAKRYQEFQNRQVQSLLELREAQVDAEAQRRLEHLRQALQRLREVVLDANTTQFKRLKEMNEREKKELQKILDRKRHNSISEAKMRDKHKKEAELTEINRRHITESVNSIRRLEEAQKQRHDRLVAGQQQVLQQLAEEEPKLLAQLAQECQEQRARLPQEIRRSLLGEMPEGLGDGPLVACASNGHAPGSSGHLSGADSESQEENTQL
proKLK7 act = proKLK7 (human) activation, primary screen | P49862 | purified proKLK7, EDANS-DABCYL substrate fluorescence; 100% is mature enzyme control, 0% vehicle | activation, % at 7 µM | hit rate 0.9% among 370,000 | AID 652039;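 active means activation above the mean of all tested compounds plus 3 SD, computed per campaign excluding outliers beyond control limits, cut at about 13% in these data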
PLCg1 inh = inhibitors of human phospholipase C gamma1; P19174; purified PLC-gamma1, fluorogenic substrate, fluorescence; inhibition, % at 12.2 µM; hit rate 0.84% among 370,000; in the data active means inhibition above about 9.5%
MBD2 inh = blocks human MBD2 binding to methylated DNA. Q9UBB5. TR-FRET, MBD2 binding to methylated oligonucleotide. inhibition, % at 4.4 µM. hit rate 0.31% among 370,000. AID 686964; in the data active means inhibition above about 13%
DDE Tn7 FP inh = disrupts Tn7 cyclic peptide binding to fibrin D-Dimer-E complex; P02675; FP displacement of FITC-Tn7 peptide from fibrin DD(E); 0% = median of compound wells per plate; inhibition, % at 8.3 µM; hit rate 0.13% among 370,000; AID 720508;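 active means inhibition above the mean of compounds falling within the control limits plus 3 SD of them, cut at about 14% in these data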;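 further: 0% = plate median of compound wells and 100% = 10 µM Aha-Tn7 peptide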
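Measure: % inhibition scaled between sample-field median and high-control FP; Test system: human fibrin DD(E); Quantity: 2 µM final DD(E) protein; Doses: one dose, 8.3 µM nominal; Schedule: compound with protein 10 min, then 3 h after probe, room temperature; Detection: fluorescence polarization; Medium: Tris buffer with calcium and detergent, pH 7.8.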
UHRF1 MBD2 ctr = human UHRF1 methylated DNA binding inhibitors. Q96T88. UHRF1 binding to methylated oligo, TR-FRET. inhibition, % at 4.4 µM. hit rate 0.75% among 370,000. AID 687016; in the data active means inhibition above about 21%;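 further: UHRF1 SRA domain binding a hemimethylated CpG hairpin DNA probe; 0% = median of test compound wells and 100% = reference inhibitor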
ADAM17 inh = inhibitors of human ADAM17; inhibition, % at 6.95 µM; hit rate 0.83% among 370,000; recombinant ADAM17, EDANS/DABCYL FRET peptide cleavage;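 active means inhibition above the mean of compounds lying between control limits plus 3 SD, set per campaign, cut at about 8.5% in these data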;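 further: 0% = DMSO-only wells as the low control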
Tn6 DDE FP = inhibitors of Tn6 peptide binding to human fibrin DD(E); P02675; Fibrin DD(E) TRITC-Tn6 fluorescence polarization displacement; inhibition, % at 8.3 µM; hit rate 0.21% among 370,000; AID 720509;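 active means inhibition above a per-campaign cutoff: mean of compounds within control limits plus 3 SD, cut at about 15% in these data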;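 further: 0% = median of all compound wells on the plate and 100% = blocking peptide control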
ARFGAP1 inh = inhibits rat ARF GTPase activating protein 1. Arfgap1-stimulated ARF1 GTP hydrolysis, GDP FP detection. hit rate 0.26% among 360,000. Q62848. AID 651572. inhibition, % at 16.5 µM;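 active means inhibition above a per-plate limit, mean inhibition of low control wells plus 3 SD, cut at about 25% in these data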;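 further: 0% = DMSO wells with enzyme and 100% = wells lacking Arfgap1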
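Assay system: Rat Arfgap1 GAP domain (His6, aa 1-136), purified enzyme | Buffer or medium: HEPES 25 mM pH 7.5, NaCl 150 mM, MgCl2, DTT | Schedule: GTP hydrolysis reaction 2 h at 25 °C | Signal: FP of antibody-bound GDP Alexa 633 tracer, ex 620/em 688 nm | Measure: Percent inhibition of Arfgap1-stimulated GTP hydrolysis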
ASAP1 GAP inh = ASAP1 ArfGAP inhibition. Q9ULH1. ASAP1-stimulated ARF1 GTP hydrolysis, GDP FP detection. inhibition, % at 16.5 µM. hit rate 0.19% among 360,000. AID 624377; in the data active means inhibition above about 25%;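 further: 0% = vehicle with enzyme and substrate and 100% = no enzyme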
The depositor's hits bear a star; i = inactive; . = no result given. The order is random; about 4.1% have a hit in one of these screens.

SMILES | PLC-beta3 inh | proKLK7 act | PLCg1 inh | MBD2 inh | DDE Tn7 FP inh | UHRF1 MBD2 ctr | ADAM17 inh | Tn6 DDE FP | ARFGAP1 inh | ASAP1 GAP inh
CC1(C)NC(C)(C)/C(=C\c2cccs2)C(=O)C1=O | -2 | -0.2 | -5 | 1 | 1 | 13 | -1 | 0 | -1 | -2
Cc1ccc(NC(=O)c2[nH]cnc2C(=O)NN)cc1 | -13 | -0.5 | -8 | 2 | 10 | 8 | -1 | -13 | 4 | 1
COc1cccc(N2CCN(S(=O)(=O)c3ccc4nc(-c5ccccc5)[nH]c4c3)CC2)c1 | 2 | -0.4 | 2 | -8 | -2 | -1 | 1 | -3 | -8 | 11
O=[N+]([O-])c1cccc(NCCCN2CCC(C(O)(c3ccccc3)c3ccccc3)CC2)c1 | -2 | 1.2 | -1 | 4 | 2 | -2 | -2 | -2 | . | .
C=CC[C@]1(O)C(=O)N(c2ccccc2)c2ccccc21 | 0 | -0.3 | -4 | 0 | 2 | 3 | -5 | 0 | . | .
O=C(Nc1nncs1)C1CCCC1 | -6 | 0.3 | 0 | 3 | -3 | 12 | -6 | -6 | 16 | 2
COc1cc2cnc(-c3ccccc3)cc2cc1OC | -7 | 0.3 | -5 | 0 | -5 | -7 | -8 | 1 | 10 | -8
CCNC(=O)C1(C)CCCN(C(=O)c2cc3ccccc3s2)C1 (configuration not stated) | 1 | -0.4 | 0 | 3 | -5 | 1 | -3 | -3 | 10 | 10
CN(C)S(=O)(=O)c1ccc(N=Cc2c(C(F)(F)F)[nH]n(C)c2=O)cc1 | 4 | -1.0 | 3 | -1 | 2 | 3 | 5 | -4 | -4 | 8
CCOC(=O)CNC(=O)Cn1cnc2c(nnn2-c2cccc(Cl)c2)c1=O | 4 | -0.6 | 2 | -1 | 1 | -2 | -1 | -5 | -1 | -14
CCN(CC)S(=O)(=O)c1ccc(C(=O)N2CCN(c3ncccn3)CC2)cc1 | -2 | -0.3 | -1 | -8 | 2 | 1 | -1 | -2 | 1 | -3
CC(=C/c1ccccc1)/C=N/NC(=O)c1ccccn1 | -10 | 0.9 | -6 | -4 | -3 | -8 | -1 | 3 | -7 | 10
N=c1c(S(=O)(=O)c2ccccc2)cc2c(=O)n3ccccc3nc2n1Cc1ccco1 | i | -3.3 | i | -5 | 4 | -2 | -302 | -4 | -1 | -3
CN(C)S(=O)(=O)c1cccc(C(=O)Nc2ccc(S(=O)(=O)N3CCCC3)cc2)c1 | -5 | -0.5 | 0 | -2 | -2 | 0 | -4 | -3 | 4 | 7
Cc1cccc([N+](=O)[O-])c1C(=O)O | -3 | -0.4 | 0 | 1 | 5 | 1 | -5 | -8 | 8 | 7
O=C(COc1ccccc1Br)Nc1ccccc1C(F)(F)F | 6 | -0.4 | 2 | 3 | 3 | 2 | 2 | -1 | -6 | -6
O=C(CCS(=O)(=O)c1cccs1)N1CCCC1 | -1 | -0.1 | 2 | 1 | -1 | 1 | -1 | 0 | -15 | -14
O=c1c2c(-c3ccccc3)ccnc2[nH]n1-c1ccccc1 | -19 | -0.6 | -13 | -2 | -8 | -3 | -3 | 3 | -4 | -7
O=C(Nc1cccnc1)c1cc(-c2ccc(Br)cc2)on1 | 1 | -0.3 | 0 | -1 | -3 | -2 | -4 | 7 | -13 | 1
COc1cc2[nH]c(=S)nc(NCc3ccc(C)cc3)c2cc1OC | -16 | 0.1 | -7 | 2 | -5 | 1 | -11 | 0 | 11 | 3
N#Cc1ccc(OCC(=O)NNC(=S)NC(=O)C2CC2)cc1 | 3 | 0.5 | 0 | -2 | 1 | -3 | -1 | 4 | -14 | -5
O=C(CSc1nnc(NCc2ccccc2)s1)c1ccco1 | 0 | -0.4 | -1 | 0 | -12 | -3 | -3 | -7 | 7 | 8
Cc1cc(NS(=O)(=O)c2ccc(NC(=O)c3oc4ccccc4c3C)cc2)no1 | -1 | -0.7 | 1 | -1 | -8 | 3 | 3 | 1 | -1 | 17
Cc1ccc(NC(=O)CC2S/C(=N/N=C/C=C/c3ccccc3)NC2=O)cc1Cl (configuration not stated) | 1 | -0.3 | -1 | 4 | 2 | 2 | -4 | 0 | -1 | 7
O=C(COC(=O)c1ccc([N+](=O)[O-])o1)Nc1ccc2c(c1)OC(F)(F)O2 | -4 | -0.3 | -1 | 2 | -8 | -2 | -4 | -3 | -3 | 8
COc1ccc(Cc2c(-c3ccc(Cl)cc3)nc3c(C)cc(Br)cn23)c(C)c1 | -13 | -1.1 | -12 | 6 | 3 | 11 | -3 | 5 | -4 | -1
COc1cccc(C(c2sc3ncnn3c2O)N2CC(C)OC(C)C2)c1 (configuration not stated) | 0 | -0.1 | 1 | 2 | 9 | -2 | 1 | -3 | -1 | -11
COc1ccccc1C1=NNC(=NCc2ccccc2)SC1 | -4 | 0.1 | 1 | -4 | -1 | -1 | -9 | 0 | 6 | 6
CCN1CCN(Cc2oc(CO)cc(=O)c2O)CC1 | -8 | 0.1 | -5 | 3 | 4 | 0 | -7 | 0 | -1 | -8
COC(=O)[C@@H]1C[C@@]2(O)[C@@H](O)[C@@H](O)[C@@H](O)C[C@H]2N1Cc1ccc(C(F)(F)F)cc1 | -3 | -0.1 | -2 | -2 | 5 | 0 | -3 | -1 | -12 | -8
CCC12CN3CC(CC)(CN(C1)C31C(=O)N(C)c3ccc(C)cc31)C2=O (configuration not stated) | -1 | 0.6 | 0 | -8 | 2 | -7 | -1 | 0 | -4 | 5
COCC1CCCCN1C(=O)c1ccc(OC2CCN(Cc3ccccn3)CC2)cc1 (configuration not stated) | -4 | 0.0 | -5 | -3 | 4 | -1 | -3 | 0 | 6 | 5
O=C(NCC1CCCO1)C1CC(=O)N(c2cccc(Cl)c2)C1 (configuration not stated) | -6 | 0.3 | 2 | -4 | -10 | 0 | 0 | 4 | -9 | -2
O=C(Nc1nnc(C2=COCCO2)o1)c1ccc(S(=O)(=O)N2CCCCC2)cc1 | 2 | 0.1 | -1 | -2 | -4 | -7 | 2 | 3 | -1 | 1
Cc1ccn2c(=O)nc(SCC(=O)N3CCCc4ccccc43)nc2c1 | 2 | -0.2 | -5 | -7 | 5 | 1 | -1 | -11 | 10 | 5
CC(C)(C)OC(=O)NN1CC(=O)N2[C@@H](Cc3c([nH]c4ccccc34)C2(C)C)C1=O | -6 | 0.1 | 1 | 5 | -4 | 1 | -5 | 1 | 14 | -8
CCN(CC)S(=O)(=O)c1ccc(C(=O)Nc2ccc(C(F)(F)F)n(C)c2=O)cc1 | -7 | -0.2 | 1 | 4 | 6 | 0 | -4 | 2 | 2 | 0
Cc1ccc(C(=O)N/C(=C/c2ccc(N(C)C)cc2)C(=O)NCC2CCCO2)cc1 (configuration not stated) | -23 | 0.9 | -11 | -1 | -7 | -1 | -2 | -6 | 3 | 7
CCOC(=O)/C(C)=C1\NC(C)(C)Cc2ccccc21 | 1 | -0.2 | -2 | -2 | -8 | -2 | -3 | 0 | 6 | 1
CC#CCN(CC#CC)S(=O)(=O)c1ccc(S(=O)(=O)N2CCOCC2)cc1 | 2 | -0.1 | 3 | -5 | 7 | 0 | 2 | -3 | 7 | -10

Just proKLK7 act and MBD2 inh, for two of the compounds above:
Molecule	proKLK7 act	MBD2 inh
CCOC(=O)/C(C)=C1\NC(C)(C)Cc2ccccc21	-0.2	-2
CCN1CCN(Cc2oc(CO)cc(=O)c2O)CC1	0.1	3

The listing continues:
SMILES | PLC-beta3 inh | proKLK7 act | PLCg1 inh | MBD2 inh | DDE Tn7 FP inh | UHRF1 MBD2 ctr | ADAM17 inh | Tn6 DDE FP | ARFGAP1 inh | ASAP1 GAP inh
Cc1nn(-c2ccccc2)c(NC(=O)c2ccccc2)c1Br | -12 | -0.6 | -2 | 4 | 1 | 2 | -4 | 2 | -10 | -6
O=C(Nc1ccc2c(c1)OCCO2)C1CCN(C(=O)c2ccc(Br)cc2)CC1 | -1 | -0.1 | 0 | -5 | 4 | -2 | -1 | 1 | 7 | 7
CN(C)c1ccc(C(=O)N2CCN(C(=O)C3CCCO3)CC2)cc1 (configuration not stated) | -2 | -0.7 | 2 | 1 | -2 | -1 | -11 | -1 | -19 | 5
COc1ccc(-c2csc(CCN3N=C(C)CC3=O)n2)cc1 | -4 | 0.7 | 4 | -7 | 2 | -2 | -1 | -1 | 10 | -1
Cc1ccc(CN2C(=O)CSCC2(C)C(=O)Nc2c(C)cccc2C)cc1 (configuration not stated) | 4 | 0.3 | 3 | -1 | -2 | 0 | -3 | 6 | -3 | -10
C=C[C@H]1C(C(=O)OCC)=CC[C@@H](c2ccccc2)N1S(=O)(=O)c1ccc(C)cc1 | 3 | 1.5 | 0 | -5 | 4 | -1 | 13* | 3 | 13 | -16
CC(C)C[C@H](NC(=O)C1CC(=O)N(c2ccc3c(c2)OCCO3)C1)C(=O)NC1CCCC1 (some centres not stated) | 2 | 0.6 | 1 | 6 | -5 | 0 | -2 | 8 | -3 | -10
CC1(OC(=O)CCc2ccccc2)C(=O)C=C2C=C(c3ccc(C#N)cc3)N(CC3CC3)C=C2C1=O (configuration not stated) | -89 | -0.1 | -75 | -4 | -1 | -3 | -21 | -1 | -6 | 7
Cc1cccc(NS(=O)(=O)c2cccc(C(=O)NCC(c3ccc(F)cc3)N3CCOCC3)c2)c1 (configuration not stated) | -2 | 0.0 | -1 | 3 | 6 | -2 | -2 | -9 | -13 | -4
COc1ccc2oc(-c3cccc(NC(=O)CSc4ccc(Cl)cc4)c3)nc2c1 | -6 | -14 | -5 | 2 | -6 | 1 | -4 | -10 | 18 | 2
CCN(Cc1ccccc1)S(=O)(=O)c1ccc2oc(C(=O)O)c(C)c2c1 | 1 | 0.3 | 5 | -7 | 8 | 4 | 6 | -2 | -5 | 9
CCN(C(=O)COC(=O)CCOc1cc(C)ccc1C)c1c(N)n(Cc2ccccc2)c(=O)[nH]c1=O | -6 | 0.3 | -2 | 5 | -5 | 1 | -1 | -7 | 4 | -4
Cn1c(C(=O)OCC(=O)NCc2ccc(F)cc2)cc2occc21 | -8 | -0.3 | -4 | 2 | 5 | -1 | -4 | 1 | 22 | 1
COc1ccc(NS(=O)(=O)c2ccc(C)c(C(=O)NCc3cccnc3)c2)cc1 | -9 | -0.4 | -1 | -3 | 4 | 0 | -1 | 3 | -4 | -10
CNC(=S)N/N=C1\CC(c2ccccc2)Oc2ccccc21 (configuration not stated) | 1 | 0.4 | 3 | -1 | -1 | -2 | 4 | 5 | -3 | -3
CCCCNC(=O)C(=O)NCC1CCCN1S(=O)(=O)c1cccs1 (configuration not stated) | -7 | 0.1 | -1 | 0 | -3 | -1 | 3 | 1 | 1 | -13
COc1cc(-c2nnc(SCC(=O)Nc3ccc(C(=O)O)cc3)o2)cc(OC)c1OC | -3 | -0.3 | -1 | -4 | 2 | -2 | -1 | 2 | 7 | -10
O=C(Nc1ccc(Cl)c(Cl)c1)Nc1nnc(CC2=CCCCC2)s1 | -2 | -0.1 | 0 | 2 | 6 | 2 | -5 | -1 | 6 | 3
